# GCN5L2 inh = qHTS Assay for Inhibitors of GCN5L2. GCN5L2 HAT assay, ThioGlo1 CoA-SH fluorescence. Potency, µM (series often up to 58.9 µM), for inactives: top-dose activity change, negative = inhibition, most hits filed as inhibitors. 390,000 tested, 0.21% active; active means well fitted inhibition curve with a large enough effect; inconclusive means small, poorly fitted or top-dose-only effect, or another doubt; inactive means no such curve, though single readings can be large or run the other way
# Target sequence (Q92830 whole entry, looked up): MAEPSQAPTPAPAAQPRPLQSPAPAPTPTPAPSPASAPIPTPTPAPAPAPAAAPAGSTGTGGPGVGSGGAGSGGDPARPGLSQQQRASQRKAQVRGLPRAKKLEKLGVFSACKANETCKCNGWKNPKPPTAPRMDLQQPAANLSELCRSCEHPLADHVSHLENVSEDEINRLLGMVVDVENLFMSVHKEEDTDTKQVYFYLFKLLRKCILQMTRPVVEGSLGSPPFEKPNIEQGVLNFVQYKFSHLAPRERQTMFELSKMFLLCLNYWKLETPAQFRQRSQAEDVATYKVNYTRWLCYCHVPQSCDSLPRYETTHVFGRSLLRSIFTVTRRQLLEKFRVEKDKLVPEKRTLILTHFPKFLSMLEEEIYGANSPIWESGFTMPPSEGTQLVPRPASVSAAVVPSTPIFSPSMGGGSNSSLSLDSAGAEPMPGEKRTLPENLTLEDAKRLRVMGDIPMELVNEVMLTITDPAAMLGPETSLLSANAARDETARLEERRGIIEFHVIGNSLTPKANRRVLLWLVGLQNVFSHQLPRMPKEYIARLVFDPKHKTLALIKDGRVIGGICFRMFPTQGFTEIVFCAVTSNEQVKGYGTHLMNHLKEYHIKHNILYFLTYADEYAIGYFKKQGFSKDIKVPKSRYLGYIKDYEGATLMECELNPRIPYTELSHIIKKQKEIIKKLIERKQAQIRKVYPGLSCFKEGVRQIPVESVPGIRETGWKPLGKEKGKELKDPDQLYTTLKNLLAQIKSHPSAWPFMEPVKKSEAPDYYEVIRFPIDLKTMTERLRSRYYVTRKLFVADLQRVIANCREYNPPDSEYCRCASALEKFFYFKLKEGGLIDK
#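 GCN5L2 (20 nM) in 50mM HEPES pH 7.5, 0.1mM EDTA, 0.01% Tween-20 preincubated 15 min with compounds at room temperature. Reaction started with H3(1-25) 75uM, acetyl-CoA 70uM, ThioGlo1 50uM; CoA-thiol fluorescence (Ex340/Em540) read at 0 and 20 min.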
# An asterisk follows results filed as active; ? = inconclusive; & = joins results of further samples; [ ] = dose if it differs, or a comment. On the % scale 0 is the no-effect control and ±100 the full control effect; potency means the concentration at half of the fitted maximal effect.
entry | molecule | GCN5L2 inh
1 | CC(=O)Nc1ccc(OC(=O)c2cc3cc(Br)cc(Br)c3oc2=O)cc1 | 1%
2 | COc1ccc(C2Nc3ccc4ccccc4c3-c3c2c(=O)oc2ccccc32)cc1 (centres undefined) | 21%
3 | COc1ccc2c(c1)/C(=N/N1C(=O)c3ccccc3C1=O)C(=O)N2 | -8%
4 | COc1ccco1 | -18%
5 | CC(C)n1nnnc1SCC(=O)Nc1ccc2c(c1)OCCO2 | -6%
6 | CO[C@H]1C([C@@]2(C)O[C@@H]2CC=C(C)C)[C@]2(CC[C@H]1OC(=O)/C=C/C=C/C=C/C=C/C(=O)O)CO2 (some centres undefined) | -6%
7 | Fc1cccc(CNc2ncnc3ccc(-c4cccc(Cl)c4)cc23)c1 | -5%
8 | O=C(Cc1ccc(Cl)cc1)NCc1nc(-c2ccccc2)no1 | 4%
9 | CO/N=C(\C(=O)N[C@@H]1C(=O)N2C(C(=O)[O-])=C(C[N+]3(C)CCCC3)CS[C@@H]12)c1csc(N)n1 | 7%[21.4 µM]
10 | COc1ccc(-n2cnc3cc(NS(=O)(=O)c4ccc(C)cc4)ccc32)cc1 | -10%
11 | O=C(COc1ccccc1)Nc1ccc(Cl)cc1Cl | 14%
12 | COc1cc(OC)c(C(=O)NCC(c2cccs2)N(C)C)cc1OC (centres undefined) | -1%
13 | CCCCCC1OC1C/C=C\C/C=C\C/C=C\CCCC(=O)O (centres undefined) | 9%
14 | CC(=O)Nc1ccc(/C(C)=N\NC(=O)c2ccc(-c3ccccc3)cc2)cc1 | -22%
15 | Nc1nc(Cl)nc2c1ncn2C1OC(CO)C(O)C1F (centres undefined) | -4%
16 | O=C1c2cccnc2C(Nc2ccc(Br)cc2Br)N1Cc1cccs1 (centres undefined) | -9%
17 | Cc1nccc2[nH]c(=O)c(C(=O)NCCCN(C)C3CCCCC3)cc12 | -14%
18 | CC(C)C[C@H](NC(=O)[C@H](CCCCN)NC(=O)CNC(=O)[C@H](CC(C)C)NC(=O)[C@@H](NC(=O)[C@@H]1CSSC[C@H](N)C(=O)N[C@@H](CO)C(=O)N[C@@H](CC(N)=O)C(=O)N[C@@H](CC(C)C)C(=O)N[C@@H](CO)C(=O)N[C@@H]([C@@H](C)O)C(=O)N1)C(C)C)C(=O)N[C@@H](CO)C(=O)N[C@@H](CCC(N)=O)C(=O)N[C@@H](CCC(=O)O)C(=O)N[C@@H](CC(C)C)C(=O)N[C@@H](Cc1cnc[nH]1)C(=O)N[C@@H](CCCCN)C(=O)N[C@@H](CC(C)C)C(=O)N[C@@H](CCC(N)=O)C(=O)N[C@H](C(=O)N[C@@H](Cc1ccc(O)cc1)C(=O)N1CCC[C@H]1C(=O)N[C@@H](CCCNC(=N)N)C(=O)N[C@H](C(=O)N[C@@H](CC(N)=O)C(=O)N[C@H](C(=O)NCC(=O)N[C@@H](CO)C(=O)NCC(=O)N[C@H](C(=O)N1CCC[C@H]1C(N)=O)[C@@H](C)O)[C@@H](C)O)[C@@H](C)O)[C@@H](C)O | 50%[activator]
19 | COCCn1c(N/N=C(C)/C=C/c2ccccc2)nc2c1c(=O)[nH]c(=O)n2C | -6%
20 | O=c1[nH]c(/C=C/c2ccc(Br)cc2)nc2c1cnn2-c1ccccc1 | -7%
21 | Cc1ccc(-n2c3c(cc(C(=O)Nc4cccc(C)n4)c2=O)C(=O)CCC3)cc1 | 4%
22 | O=S(=O)(/N=C(/Nc1ccc(F)cc1F)c1ccccc1)c1ccc(Br)cc1 | 44%[activator]
23 | C=CCn1cnc2c(c1=O)c1nc3ccccc3nc1n2Cc1ccccc1 | -1%
24 | O=C(Nc1ccc(NC(=O)c2ccncc2)cc1)c1ccncc1 | 3%
25 | C[N+]12CCCC[C@@H]1CCC(=C(c1cccs1)c1cccs1)C2 (some centres undefined) | 6%
26 | COC(=O)C1(C)Cc2cc(OC(C)=O)c(OC(C)=O)cc2N1 (centres undefined) | -14%
27 | COc1ccc(-n2c(SCC(=O)Nc3ncc(Cl)cc3Cl)nc3ccccc32)cc1 | -4%
28 | O=C(N/N=C/c1ccccc1O)c1cc(=O)[nH]c2ccccc12 | -6%
29 | O=C1c2oc3ccc(Cl)cc3c(=O)c2C(c2cccnc2)N1Cc1ccco1 (centres undefined) | 0%
30 | Cc1ccc2cc(C(c3nnnn3C(C)(C)C)N3CCCC3)c(=O)[nH]c2c1C (centres undefined) | -2%
31 | c1ccc(COC[C@@H]2CO2)cc1 | 7%
32 | CCOC(=O)C1=C(C)NC(C)=C(C(=O)OC)[C@@H]1c1cccc([N+](=O)[O-])c1 | 0%[21.4 µM]
33 | COc1ccc(-c2c(C)c3ccc(OCC(C)=O)cc3oc2=O)cc1 | -8%
34 | CC(=O)Nc1cccc2c1[n+]([O-])c(C)c(C)[n+]2[O-] | -4%
35 | Clc1ccc(-c2n[nH]c3c2Cc2ccccc2-3)cc1Cl | 4%
36 | CC1(C)CC1C(=O)N/C(=C/CCCCSCC(N)C(=O)O)C(=O)O (centres undefined) | 5%
37 | Cn1ncc2c(NCc3cccc(C(F)(F)F)c3)c(C(=O)O)cnc21 | -2%
38 | CCN1C(=NCCc2c[nH]c3ccccc23)N[C@@H](c2ccccc2)C(C(=O)OC)=C1C | -7%&1%
39 | COc1ccc2c(c1)c(CC(=O)O)c(C)n2C(=O)c1ccccc1 | -1%
40 | CC[C@H](C)[C@H](NC(=O)[C@H](Cc1ccc(O)cc1)NC(=O)[C@@H]1CCCN1C(=O)[C@H](CCCCN)NC(=O)[C@@H](N)CCCCN)C(=O)N[C@@H](CC(C)C)C(=O)O | -6%
41 | C=C1C[C@@]23CC[C@H]4[C@@](C)(CCC[C@@]4(C)C(=O)O)[C@@H]2CC[C@]1(O)C3 | -6%
42 | CC(=O)OCC1=C(C(=O)O)N2C(=O)[C@@H](NC(=O)CSc3ccncc3)[C@@H]2SC1 | 4%
43 | CCCC(=O)Nc1ncnc2c1ncn2[C@@H]1O[C@H]2COP(=O)(O)O[C@@H]2[C@@H]1OC(=O)CCC | 0%[21.4 µM]
44 | CCN(CC)CCCNC(=S)N(Cc1ccco1)Cc1cc2cc3c(cc2[nH]c1=O)OCCO3 | -3%
45 | COc1cc2c(c(OC)c1OC)-c1c(cc3c(c1OC)OCO3)CC(C)C(C)(O)C2OC(=O)c1ccccc1 (centres undefined) | ?
46 | CCCCC[C@H](O)/C=C/[C@H]1[C@H](O)CC(O)[C@@H]1C/C=C\CCCC(=O)O (some centres undefined) | -14%
47 | O=C(O)c1cn(Cc2cccnc2)c(=O)c2ccccc12 | -5%
48 | CC1(C(=O)Nc2cccc(C(F)(F)F)c2)CO1 (centres undefined) | -2%
49 | Nc1ncn(C2CC(O)C(CO)O2)c(=O)n1 (centres undefined) | 0%
50 | CC(C)CCc1c(O)nc(SCC(=O)N2CCCCCC2)[nH]c1=O | 2%

# Next part, overlapping the part above by 4 compounds.
entry | molecule | GCN5L2 inh
47 | O=C(O)c1cn(Cc2cccnc2)c(=O)c2ccccc12 | -5%
48 | CC1(C(=O)Nc2cccc(C(F)(F)F)c2)CO1 (centres undefined) | -2%
49 | Nc1ncn(C2CC(O)C(CO)O2)c(=O)n1 (centres undefined) | 0%
50 | CC(C)CCc1c(O)nc(SCC(=O)N2CCCCCC2)[nH]c1=O | 2%
51 | Cn1c(=O)n(CCN2CCOCC2)c(=O)c2c1nc1n2CCCN1c1ccccc1 | 2%
52 | CC(C)CCOc1ccc(C(=O)CCNC(C)C(=O)O)cc1 (centres undefined) | -7%
53 | COC(=O)CSc1nnc2c(C)cc3cc4c(cc3n12)OCCO4 | 1%
54 | O=C(NC1CC2CCCC(C1)N2Cc1cccs1)c1ccc([N+](=O)[O-])cc1 (centres undefined) | 0%
55 | NNC(=O)c1ccc(NS(=O)(=O)c2ccc(Br)cc2)cc1 | 2%
56 | CC(C)(C)C(=O)OCOP(=O)(OCOC(=O)C(C)(C)C)C(C)(Oc1ccc(O)cc1)P(=O)(OCOC(=O)C(C)(C)C)OCOC(=O)C(C)(C)C | -4%
57 | CCOC(=O)c1sc(Nc2nc3c(OC)cccc3s2)nc1C | -5%
58 | Nc1c2ccccc2nc2c(O)cccc12 | 7%[21.4 µM]
59 | COc1ccc(/C=C2\CCCC(C(=O)C(F)(F)F)=C2O)cc1OC | -1%
60 | Cc1ccc(S(=O)(=O)N/N=c2\oc3ccccc3cc2C(=O)Nc2cccc(C)c2)cc1 | 1%
61 | O=C(/C=C/c1ccc2c(c1)OCO2)Nc1nc(-c2ccc(F)cc2F)cs1 | -15%
62 | O=C(NC(=S)N1CCN(c2ccccc2)CC1)c1ccccc1 | -5%
63 | COc1cc(S(=O)(=O)N2CCN(Cc3ccc4c(c3)OCO4)CC2)ccc1NC(C)=O | -2%
64 | CC[C@H](NC(C)C)[C@H](O)c1ccc(O)c(O)c1 | 3%
65 | CCOC(=O)c1cc(-c2ccc(Cl)s2)nc2c1c(C)nn2C | -2%
66 | CNc1nc2c(N)ncnc2n1[C@@H]1O[C@@H]2COP(=O)(O)O[C@H]2[C@H]1O | 1%
67 | Cc1sc2nc(C(C)Sc3nnc(C)n3-c3ccccc3)[nH]c(=O)c2c1C (centres undefined) | 1%
68 | CCN[C@@H]1C[C@H](N)[C@H](O[C@H]2OC(CN)=CC[C@H]2N)[C@@H](O)[C@H]1O[C@H]1OC[C@@](C)(O)[C@@H](NC)[C@@H]1O | 8%[21.4 µM]
69 | O=C(Cc1nc2ccccc2s1)c1ccc(O)cc1O | -9%
70 | CCN(c1ccccc1)S(=O)(=O)c1ccc(Cl)c(NC(=O)COC(=O)c2cc(O)c3ccccc3c2O)c1 | -15%
71 | Cc1c(O)nc2sc3ccccc3n2c1=O | 0%
72 | O=C1NC(=O)C2C3C=CC(C3)C12 (centres undefined) | 1%
73 | CCOC(=O)N1CCC(NC(=O)CN2C(=O)CSc3nc(C)cc(C)c32)CC1 | -12%
74 | CC(=O)SCC(Cc1ccccc1)C(=O)NCC(=O)OCc1ccccc1 (centres undefined) | -3%
75 | NC(=O)C1CCN(C(=O)c2ccc3c(=O)n(Cc4ccco4)c(SCC(=O)c4ccc(F)cc4)nc3c2)CC1 | -3%
76 | c1ccc(-n2ncc3c(N4CCN(c5ccccn5)CC4)nc(N4CCCCC4)nc32)cc1 | 4%
77 | CCCCCC(=O)/C=C/C=C\C/C=C\C/C=C\CCCC(=O)O | 6%
78 | CC1(C)S[C@@H]2[C@H](NC(=O)[C@@H](N)c3ccccc3)C(=O)N2[C@H]1C(=O)O[C@H]1OC(=O)c2ccccc21 | 13%[21.4 µM]
79 | C=C1c2cccc(C(F)(F)F)c2O[C@H](C(=O)OCC)C1OC (mixture of isomers) | -3%[88.6 µM]
80 | O=c1[nH]c2ccccc2nc1C(Cl)c1ccccc1 (centres undefined) | -17%
81 | COc1ccc(N2CCC(CNC(=S)Nc3cccc(OC)c3)C2)cc1 (centres undefined) | 0%
82 | CCn1cc(C(=O)Nc2cccc(C)c2)c(=O)c2ccc(C)nc21 | -3%
83 | O=C(CCCCCNc1nc(=S)[nH]c2ccccc12)N1CCN(c2ccccn2)CC1 | -5%
84 | CCn1nc(C)cc1C(=O)N1CCCC(N2CCN(c3cccc(Cl)c3)CC2)C1 (centres undefined) | -29%
85 | COc1cccc2c1C(=O)c1c(O)c3c(c(O)c1C2=O)C[C@@](O)(C(=O)CO)C[C@@H]3OC1C[C@@H](N)[C@H](O)[C@H](C)O1 (some centres undefined) | -19%
86 | CCCOc1ccc(/C=N/NC(=O)c2c(-c3ccccc3)noc2C)cc1OC | -2%
87 | O=C1NC(Cc2ccc(O)cc2)c2nc3ccccc3c(=O)n2-c2ccccc21 (centres undefined) | 2%
88 | Clc1ccc(Cn2ncc3c(NCc4ccccc4)ncnc32)c(Cl)c1 | -9%
89 | CC(C)Nc1nc(NC(C)C)nc(N(C#N)C(C)C(=O)N(C)C)n1 (centres undefined) | 1%
90 | CC(C)C[C@H](NC(=O)[C@H](Cc1c[nH]c2ccccc12)NC(=O)[C@H](CCCCN)NC(=O)CNC(=O)[C@H](CC(C)C)NC(=O)[C@H](CO)NC(=O)[C@@H](N)Cc1cnc[nH]1)C(=O)NCC(=O)N[C@@H](Cc1cnc[nH]1)C(=O)N1CCC[C@H]1C(=O)N[C@@H](CC(=O)O)C(=O)N[C@@H](CCCCN)C(=O)N[C@@H](Cc1ccccc1)C(=O)O | 0%
91 | CCCCNC(=O)Oc1cc(CCl)on1 | 0%
92 | O=C(OCCCOC(=O)c1ccccc1O)c1ccccc1O | -6%
93 | CC[C@H]1C(c2ccccc2)=NN(c2ccccc2)[C@@H]1CO | -27%[88.6 µM]
94 | CCOc1ccccc1NC(=O)Cn1[nH]c(=O)c2ccccc2c1=O | 2%
95 | Cc1cccc(-n2c(-c3cccc([N+](=O)[O-])c3)nc3nc4ccccc4nc32)c1 | -4%
96 | NCC(=O)N[C@@H](CCCN=C(N)N)C(=O)NCC(=O)N[C@@H](CCC(=O)O)C(=O)N[C@@H](CO)C(=O)O | -4%
97 | O=C(N/N=C(\c1ccccc1)c1cccnc1)c1cc(O)ccc1O | -3%
98 | Cc1cccc(C)c1NC(=O)[C@H](C)N | -21%[21.4 µM]
99 | CCOC(=O)c1cc2c(=O)n3cccc(C)c3nc2n(C)c1=N | 0%

# 4 entries from above, with each value named.
82. CCn1cc(C(=O)Nc2cccc(C)c2)c(=O)c2ccc(C)nc21
  GCN5L2 inh = -3%

83. O=C(CCCCCNc1nc(=S)[nH]c2ccccc12)N1CCN(c2ccccn2)CC1
  GCN5L2 inh = -5%

84. CCn1nc(C)cc1C(=O)N1CCCC(N2CCN(c3cccc(Cl)c3)CC2)C1 (centres undefined)
  GCN5L2 inh = -29%

85. COc1cccc2c1C(=O)c1c(O)c3c(c(O)c1C2=O)C[C@@](O)(C(=O)CO)C[C@@H]3OC1C[C@@H](N)[C@H](O)[C@H](C)O1 (some centres undefined)
  GCN5L2 inh = -19%

# Only part of the results is shown; the hit share may differ from the screen's.
